# Bioassay records: PubChem, National Center for Advancing Translational Sciences (NCATS)
# TDP1 cell CPT: qHTS for Inhibitors of human tyrosyl-DNA phosphodiesterase 1 (TDP1): qHTS in cells in presence of CPT; Potency, µM (doses to about 46.2 µM), for the others: top-dose activity change, negative = growth inhibition, hits mostly inhibitors; 420,000 tested, 12% active; AID 686979, 2013; chicken DT40 Tdp1-/-;hTDP1 cells + 20 nM CPT, ATP luminescence, 48 h; note: nearly all actives have a fitted effect of over 55% in size
#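 Cell growth measured by CellTiter-Glo luminescence after a minimum 48 h, 37 C compound exposure with 20 nM CPT in Tdp1-knockout DT40 cells stably expressing hTDP1, seeded 400/well; qHTS titration format.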
# FEN1 inhibitor: qHTS Assay for the Inhibitors of Human Flap endonuclease 1 (FEN1) | 390,000 tested, 0.35% active | Potency, µM (series often up to 114 µM), inactives show at the top dose activity change, negative = inhibition, usual class: inhibitors | AID 588795, 2011 | Recombinant FEN1 flap cleavage, fluorescence, 15 min; note: nearly all actives have a fitted effect of over 65% in size
# Target sequence (P39748 whole entry, looked up): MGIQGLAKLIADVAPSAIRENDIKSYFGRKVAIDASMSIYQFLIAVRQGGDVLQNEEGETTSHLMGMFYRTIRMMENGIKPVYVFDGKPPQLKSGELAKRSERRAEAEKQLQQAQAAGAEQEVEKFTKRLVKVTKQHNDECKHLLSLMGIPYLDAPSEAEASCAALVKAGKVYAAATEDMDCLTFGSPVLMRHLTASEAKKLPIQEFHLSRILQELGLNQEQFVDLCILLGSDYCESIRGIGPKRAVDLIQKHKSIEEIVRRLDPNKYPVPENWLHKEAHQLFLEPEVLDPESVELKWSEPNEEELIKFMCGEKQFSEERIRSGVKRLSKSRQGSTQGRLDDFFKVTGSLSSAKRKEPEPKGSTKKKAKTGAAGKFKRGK
#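 FEN1 at 10 nM preincubated with compounds 15 min at room temperature, then flap DNA substrate added at 50 nM final. Signal read at 0 and 15 min; concentration-response fitted with four-parameter Hill equation.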
# N370S GC mod: qHTS Assay for Inhibitors and Activators of N370S glucocerebrosidase as a Potential Chaperone Treatment of Gaucher Disease; N370S GC spleen homogenate, 4MU-glucoside fluorescence; Potency, µM (series often up to 59.4 µM), for the others: at the highest dose activity change, negative = inhibition, usual class: inhibitors; 330,000 tested, 0.092% active; AID 2101, 2009;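 note: 0% = full enzyme activity and -100% = no enzyme basal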
# The depositor's hits bear a star; ? = inconclusive; nt = no result given; [ ] = remark or other dose. Calls come from the whole dose curve; as a rule, active = well fitted curve in the direction sought with a large enough effect; inconclusive = small, poorly fitted or top-dose-only effect, or another doubt; inactive = no such curve, though single readings can be large; an effect the other way counts as inactive or inconclusive. Unless noted, % is set by controls: 0 for no effect and ±100 for the full control effect; potency is the fitted concentration of half-maximal effect.
SMILES,TDP1 cell CPT,FEN1 inhibitor,N370S GC mod
COc1ccc(-c2c(C)oc3c(CN4CCOCC4)c(O)ccc3c2=O)cc1,-19%,39%[activator],-2%
Cc1ccc(-c2nnc(Nc3cccc(O)c3)c3ccccc23)cc1S(=O)(=O)N1CCN(C)CC1,?,3%,nt
Cc1ccc(-n2c(SCC(=O)N3CCCc4ccccc43)nc3c([nH]c4ccccc43)c2=O)cc1,-10%,7%,nt
Cc1ccc(-c2cc(-c3ccc4c(c3)NC(=O)CO4)nc3c2COc2ccc(C)cc2-3)cc1,?,-6%,nt
O=C1CC2(CCCC2)CC(=O)N1c1ccccc1,-1%,-2%,6%
NC(=O)N/N=C/c1sc(N2CCCCC2)nc1-c1cccs1,?,-22%,nt
Cc1ccccc1NC(=O)CSc1nnc(-c2cccc(Cl)c2)o1,-12%,-2%,nt
Cc1cc(N)ccc1S(C)(=O)=O,-7%,-4%,2%
COC(=O)C(Cc1ccccc1)N1CCS(=O)(=O)CC1 (stereo unspecified),2%,5%,-4%
CCOC(=O)c1c(C)[nH]c(C(=O)OCC(=O)Nc2sccc2C(N)=O)c1C,1.6µM*,-6%,-11%
COc1ccc2[nH]c(=S)cc(C)c2c1,-21%,-20%,5%
COc1ccc(/C=C\c2onc(C)c2S(=O)(=O)N2CCC(C(=O)Nc3ccc(Cl)cc3)CC2)cc1,-12%,-2%,nt
COc1ncnc2c1NC(=O)CS2,-2%,10%,-22%
Cc1cc(C)c(NC(=O)Cn2c(=O)n(CC(=O)NCCc3ccccc3)c(=O)c3ccccc32)c(C)c1,-9%,10%,nt
COc1cc(-c2nnc(SCC(=O)N(C)C3CCS(=O)(=O)C3)o2)cc(OC)c1OC (stereo unspecified),11%,2%,14%
CCOC(=O)C1CCN(c2nc3ccccc3nc2C(C#N)C(=O)OC(C)C)CC1 (stereo unspecified),16µM*,-11%,-9%
CC(=O)Nc1sc2c(c1CN1CCN(c3ccc(F)cc3)CC1)CCCC2,?,5%,-6%
CCOC(=O)C1(Cc2cccc(OC)c2)CCCN(Cc2c(C)nn(C(C)C)c2C)C1 (stereo unspecified),?,16%,-6%
COc1ccc(CCNC(=O)c2ccco2)cc1OC,4%,14%,-7%
CC1CN(Cc2ccccc2)c2nc3c(c(=O)n(CC(N)=O)c(=O)n3C)n2C1 (stereo unspecified),-23%,23%,-3%
O=C(NC1CCS(=O)(=O)C1)c1cccc(S(=O)(=O)N2CCCC2)c1 (stereo unspecified),9%,-3%,3%
O=C1NC(=O)C(c2ccccc2)(c2ccccn2)N1 (stereo unspecified),12%,-17%,nt
COc1cc(C(=O)OCc2ccc([N+](=O)[O-])cc2)cc(OC)c1OC,-14%,6%,0%
O=C(NCc1cccs1)C1CCC(=O)N1C1CCCCC1 (stereo unspecified),1%,2%,14%
COc1ccc(C(=O)NN/C(C)=C/C(=O)c2ccccc2)cc1,?,5%,-1%

# Reformatted with values under each structure: 3 of the compounds above.
# Below each compound – TDP1 cell CPT | FEN1 inhibitor | N370S GC mod
- COc1ccc(-c2c(C)oc3c(CN4CCOCC4)c(O)ccc3c2=O)cc1
    -19% | 39%[activator] | -2%
- CC(=O)Nc1sc2c(c1CN1CCN(c3ccc(F)cc3)CC1)CCCC2
    ? | 5% | -6%
- COc1ccc(/C=C\c2onc(C)c2S(=O)(=O)N2CCC(C(=O)Nc3ccc(Cl)cc3)CC2)cc1
    -12% | -2% | nt

# A run of entries of the results above, as a working copy:
SMILES,TDP1 cell CPT,FEN1 inhibitor,N370S GC mod
Cc1ccc(-c2cc(-c3ccc4c(c3)NC(=O)CO4)nc3c2COc2ccc(C)cc2-3)cc1,?,-6%,nt
O=C1CC2(CCCC2)CC(=O)N1c1ccccc1,-1%,-2%,6%
NC(=O)N/N=C/c1sc(N2CCCCC2)nc1-c1cccs1,?,-22%,nt
Cc1ccccc1NC(=O)CSc1nnc(-c2cccc(Cl)c2)o1,-12%,-2%,nt
Cc1cc(N)ccc1S(C)(=O)=O,-7%,-4%,2%
COC(=O)C(Cc1ccccc1)N1CCS(=O)(=O)CC1 (stereo unspecified),2%,5%,-4%
CCOC(=O)c1c(C)[nH]c(C(=O)OCC(=O)Nc2sccc2C(N)=O)c1C,1.6µM*,-6%,-11%
COc1ccc2[nH]c(=S)cc(C)c2c1,-21%,-20%,5%
COc1ccc(/C=C\c2onc(C)c2S(=O)(=O)N2CCC(C(=O)Nc3ccc(Cl)cc3)CC2)cc1,-12%,-2%,nt
COc1ncnc2c1NC(=O)CS2,-2%,10%,-22%
Cc1cc(C)c(NC(=O)Cn2c(=O)n(CC(=O)NCCc3ccccc3)c(=O)c3ccccc32)c(C)c1,-9%,10%,nt
COc1cc(-c2nnc(SCC(=O)N(C)C3CCS(=O)(=O)C3)o2)cc(OC)c1OC (stereo unspecified),11%,2%,14%
CCOC(=O)C1CCN(c2nc3ccccc3nc2C(C#N)C(=O)OC(C)C)CC1 (stereo unspecified),16µM*,-11%,-9%
CC(=O)Nc1sc2c(c1CN1CCN(c3ccc(F)cc3)CC1)CCCC2,?,5%,-6%
CCOC(=O)C1(Cc2cccc(OC)c2)CCCN(Cc2c(C)nn(C(C)C)c2C)C1 (stereo unspecified),?,16%,-6%
COc1ccc(CCNC(=O)c2ccco2)cc1OC,4%,14%,-7%
CC1CN(Cc2ccccc2)c2nc3c(c(=O)n(CC(N)=O)c(=O)n3C)n2C1 (stereo unspecified),-23%,23%,-3%
O=C(NC1CCS(=O)(=O)C1)c1cccc(S(=O)(=O)N2CCCC2)c1 (stereo unspecified),9%,-3%,3%
O=C1NC(=O)C(c2ccccc2)(c2ccccn2)N1 (stereo unspecified),12%,-17%,nt
COc1cc(C(=O)OCc2ccc([N+](=O)[O-])cc2)cc(OC)c1OC,-14%,6%,0%
O=C(NCc1cccs1)C1CCC(=O)N1C1CCCCC1 (stereo unspecified),1%,2%,14%
COc1ccc(C(=O)NN/C(C)=C/C(=O)c2ccccc2)cc1,?,5%,-1%

# Remaining list, next part:
SMILES,TDP1 cell CPT,FEN1 inhibitor,N370S GC mod
O=C(O)c1ccc(CNC(=O)C23CC4CC(CC(C4)C2)C3)cc1,-2%,4%,-5%
Cc1nnc(NC(=O)CC(CN(C)S(=O)(=O)c2ccccc2)c2ccccc2)s1 (stereo unspecified),-14%,-15%,20%
COCCn1c(SCC(=O)Nc2cccnc2Cl)nc2ccccc2c1=O,-22%,-1%,nt
C=CCN=C1SC(C)(C)C(=O)N1S(=O)(=O)c1ccc(C)cc1,?,5%,8%
COc1ccc(CC2CCOC2=O)cc1 (stereo unspecified),1%,-14%,8%
O=C(/C=C/c1cccc(Cl)c1)c1nc2ccccc2[nH]1,12µM*,-15%,?
CC1=C(C(=O)Nc2ccccc2)C(c2ccncc2)n2nc(SCc3ccccc3)nc2N1 (stereo unspecified),-9%,18%,nt
CC(C)CNC(=O)N[C@@H](CC(C)C)C(=O)O,1%,-1%,1%
Cc1ccc(NC(=O)CSC2=C(C#N)C(c3ccco3)CC(=O)N2)cc1 (stereo unspecified),?,-12%,11%
Cc1cccc(N2C(=O)C3C4C=CC(C4)C3C2=O)c1 (stereo unspecified),-7%,7%,-14%
CCc1ccc(CN(C)C(=O)CCc2nnc(CCc3cccc(OC)c3)o2)nc1,?,-4%,-1%
CCc1ccc(-n2c(=O)c3ccccc3n(Cc3ccccc3C#N)c2=O)cc1,-4%,-1%,nt
CCCCCCSC1=C(C#N)C(c2ccccc2)CC(=O)N1 (stereo unspecified),-14%,-4%,-16%
COc1ccc(N2CCN(C(=O)CSc3nnc(-c4cccnc4)n3-c3ccccc3)CC2)cc1,-28%,-9%,4%
Cc1ccc(S(=O)(=O)N2CCC(NC(=O)C3CCCCC3)CC2)cc1,16%,-4%,-7%
Cc1sc2ncnc(NCC(c3ccco3)N(C)C)c2c1C (stereo unspecified),-21%,-8%,-23%
CCOCC(=O)Nc1cc([N+](=O)[O-])ccc1OC,4%,-8%,-1%
CC(C)(NC(=O)NC(CO)c1ccccc1)c1cccc(C(C)(C)NC(=O)NC(CO)c2ccccc2)c1 (stereo unspecified),-7%,-7%,6%
O=C(Nc1cccc(S(=O)(=O)N2CCCCC2)c1)C1CCN(C(=O)c2ccc(Cl)cc2)CC1,?,-1%,nt
O=C(CCN1C(=O)C2CC=CCC2C1=O)Nc1ccccc1Cl (stereo unspecified),-2%,-4%,0%
CN(C(=O)COC(=O)c1c[nH]c(=O)[nH]c1=O)C1CCCCC1,-19%,6%,13%
CCCSc1nc2cc(C)c(C)cc2n1CC(O)CO (stereo unspecified),-4%,-11%,-11%
COc1cccc(C(=O)Nc2ccc3c(c2)n(C)c(=O)n3C)c1,-12%,9%,-4%
O=c1oc2ccccc2c2c1ncn2CCN1CCOCC1,?,-2%,-7%
CCCCOc1ccc(C2C(C(=O)Nc3ccccc3OC)=C(C)Nc3nnnn32)cc1OC (stereo unspecified),?,-1%,nt
SMILES,TDP1 cell CPT,FEN1 inhibitor,N370S GC mod
Cc1cc(=O)oc2c(CN3CCCC3)c(O)ccc12,1%,16%,?
Cc1ccc(C(=O)Nc2ccccc2C(=O)OCc2cc(=O)n3nc(C(C)C)sc3n2)cc1,?,11%,nt
N/C(=N\OC(=O)CCCCCN1C(=O)c2ccccc2C1=O)c1ccccc1,-21%,-20%,21%
Nc1[nH]c(=O)nc2nnsc12,-2%,5%,nt
Cc1cc(=O)[nH]c(SCc2nnnn2-c2ccc(Cl)cc2)n1,14%,-1%,3%
Cc1ccc(CN(CC(=O)NCc2ccc3c(c2)OCO3)C(=O)c2csnn2)cc1,0%,2%,-5%
CN(C)c1ccc(/C=C2\C=Cc3ccccc32)cc1[N+](=O)[O-],?,-15%,nt
CS(=O)(=O)N(CC(=O)Nc1cccc(Cl)c1)c1ccccc1Cl,-14%,1%,17%
COc1ccc(/C=C/C(=O)OCC(=O)Nc2c(C)cccc2C)cc1,-15%,22%,-1%
CCOc1ccc(NC(=O)Cn2nnc(-c3nc(-c4ccncc4)no3)c2N)cc1,2%,-3%,nt
CC(OC(=O)[C@H](C)NC(=O)c1ccccc1Cl)C(=O)NCc1ccc2c(c1)OCO2 (stereo partly specified),7%,3%,8%
NC(=O)c1cc([N+](=O)[O-])c(Cl)cc1NCc1ccccn1,?,0%,0%
Cn1nc(C(=O)OCC(=O)Nc2sccc2C(N)=O)c2ccccc2c1=O,-6%,12%,-1%
CCC(Sc1nncn1C)C(=O)Nc1nnc(-c2ccccc2Cl)s1 (stereo unspecified),-29%,0%,7%
CCOc1ccc(NC(=O)CN(C)C(=O)c2cccc(S(=O)(=O)N3CCN(C)CC3)c2)cc1OCC,2%,-14%,nt
COC(=O)C1=C[C@@H](C(=O)OC)C2C3=C(C(=O)[C@]2(CC(C)C)NC(=O)c2ccccc2)[C@H](C)n2c(=O)n(-c4ccccc4)c(=O)n2[C@@H]3C1 (stereo partly specified),nt,6%,1%
COc1ccc(C2N(c3ccccc3)C(=O)C2(F)F)cc1OC (stereo unspecified),2%,-9%,4%
C[C@H]1COC(=O)[C@@H](CC(=O)OC(C)(C)C)C/C=C\C[C@@H](CC(=O)N[C@H](CO)Cc2ccccc2)C(=O)N1,?,0%,nt
COc1ccc(CCNC(=O)CSc2nnc3ccccn23)cc1,0%,-1%,0%
Cc1ccc(C(=O)COC(=O)CNC(=O)c2ccc(N3C(=O)c4ccccc4C3=O)cc2)cc1C,11%,-15%,5%
Cc1sc(NC(=O)c2sc3nc4c(C)cccc4cc3c2N)c(C#N)c1C,?,-22%,0%
O=C(NCCN1CCOCC1)Nc1cccc(Cl)c1,8%,1%,9%
O=C(CSc1ccsc1[N+](=O)[O-])Nc1cccc(F)c1,-10%,?,-12%
CCC(C)Sc1ccc([C@H]2N[C@@](Cc3ccccc3)(C(=O)OC)[C@H]3C(=O)N(CC)C(=O)[C@@H]23)cc1OC (stereo partly specified),?,1%,5%
Cc1cc(N2CCCCC2)ccc1[N+](=O)[O-],?,-8%,2%
CC(NC(=O)c1cnc2n(c1=O)CCS2)c1ccccc1 (stereo unspecified),-22%,-2%,21%
COc1cc(/C=N/NC(=O)COc2c(C)cc([N+](=O)[O-])cc2C)ccc1OC(=O)c1ccccc1,13µM*,-4%,8%

# A portion of the library; rates above refer to the full screens.
